Screening results (PubChem BioAssay)
Spn PMK inh = S. pneumoniae PMK inhibition; purified PMK, PK/LDH-coupled NADH absorbance 340 nm; inhibition, % at 10 µM; 0.49% of 65,000 active; AID 539;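 active = top-ranked compounds by inhibition in the single 10 µM screen, taking a fixed number of the strongest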;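 note: 0% = full reaction with DMSO carrier and 100% = background rate without enzyme reaction; no value below 0 was filed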
HPDE-C7K KRASV12 = cytotoxicity in KRAS-transformed pancreatic duct cells, primary screen, cell-based, fluorescence, HTS (AID 431); HPDE-C7K KRASV12 cells, Alamar Blue viability, 48 h; higher % means a stronger effect; cytotoxicity, % at 10 µM; hits with a dose series show EC50 in µM; 1.7% of 63,000 active;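 active = compounds whose percent cytotoxicity in the single-dose primary screen, scaled between solvent and toxic-drug controls, exceeds 50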;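 note: 0% = DMSO solvent wells and 100% = doxorubicin-treated wells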
Spn MK inh = inhibitors of Streptococcus pneumoniae mevalonate kinase. AID 555. purified MK, PK/LDH-coupled NADH absorbance 340 nm. 0.48% of 65,000 active. inhibition, % at 10 µM;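 active = ranked among the strongest by inhibition in the single 10 µM screen, a fixed top-ranked set picked for dose follow-up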; note: no value below 0 was filed
Spn DPM-DC inh = blocks S. pneumoniae diphosphomevalonate decarboxylase; purified DPM-DC, PK/LDH coupled NADH fluorescence; calls only at 10 µM; 0.49% of 65,000 active; AID 556;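 active = the 320 compounds with the highest percent inhibition in the single-dose primary screen, excluding strongly autofluorescent ones, cut at about 32% in these data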;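 note: kinetic rate of NADH fluorescence loss reporting ADP formed by the decarboxylase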
HT1080 cytotoxicity = cytotoxicity in HT1080 fibrosarcoma cells, cell-based, fluorescence readout (AID 620) | 0.42% of 87,000 active | one-dose cytotoxicity, % at 10 µM; EC50 in µM for titrated hits | HT1080 viability, fluorescence; higher % means a stronger effect;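 note: cells exposed to compound overnight then 4 h with Alamar Blue; 0% = vehicle DMSO and 100% = killing control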
Alkaline phosphatase = human TNAP enzyme inhibitors, biochemical, luminescent (AID 518); purified TNAP enzyme, luminescent substrate readout; higher % means a stronger effect; inhibition, % at 20 µM, or IC50 in µM where a hit was titrated; 0.09% of 64,000 active; in the data active = a potency from the dose series; inactive = the rest, 99 in 100 with inhibition below about 22%;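 note: plate controls were vehicle for no effect and reference inhibitor for full effect; many of its hits are not listed in these tables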
LYP inhibition = LYP phosphatase inhibitors, primary screen, biochemical, DiFMUP fluorescence, recombinant catalytic domain, 10 µM (AID 606); inhibition, % at 10 µM, or IC50 in µM where a hit was titrated; 52,000 tested, under 10 active; recombinant LYP catalytic domain, DiFMUP fluorescence; higher % means a stronger effect;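 active = IC50 under 40 µM in the dose-response test; inactive = IC50 of 40 µM or more, or never dose-tested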
HPDE-C7 cytotoxicity = HPDE-C7 pancreatic duct cell viability loss – fluorescence, HTS (AID 430); HPDE-C7 pancreatic duct cells viability, fluorescence; higher % means a stronger effect; cytotoxicity, % at 10 µM, or EC50 in µM where a hit was titrated; 1.8% of 63,000 active;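 note: cells exposed to compound for 48 hours before viability readout; 0% = vehicle and 100% = reference cytotoxic drug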
Bfl-1 inhibitors = displacement of Bid BH3 peptide from Bfl-1 – biochemical, fluorescence polarization, FITC-Bid, mouse, primary screen (AID 432); 0.02% of 64,000 active; FITC-Bid BH3 peptide fluorescence polarization displacement; higher % means a stronger effect; displacement, % at 20 µM; hits with a dose series show IC50 in µM; in the data active = a potency from the dose series; inactive = the rest, 99 in 100 with displacement below about 15%; note: strong numbers were not always called active
Spn PMK inh pilot replicates = further read-out of Spn PMK inh, marked with its call; inhibition, %; measured here: pilot screen replicates
Spn MK inh pilot replicates = also measured in Spn MK inh; calls as there; inhibition, %; measured here: pilot screen replicates
Spn DPM-DC inh pilot screen % = second read-out of Spn DPM-DC inh, no call of its own (marks repeat the call); inhibition, %; measured here: pilot screen trials
An asterisk follows results filed as active; i = inactive; nt = not tested or not shown; + = active, no number. Cut-off read from the data, not from the text of the source, unless noted: active = cytotoxicity above about 50%; inactive = the rest.

SMILES	Spn PMK inh	HPDE-C7K KRASV12	Spn MK inh	Spn DPM-DC inh	HT1080 cytotoxicity	Alkaline phosphatase	LYP inhibition	HPDE-C7 cytotoxicity	Bfl-1 inhibitors	others
CCCCn1c(SCC(=O)NCc2ccccc2)nc2ccc(N3CCOCC3)cc2c1=O	3	-5%	5	i	8%	11%	1%	-7%	0%	Spn PMK inh pilot replicates=3.0;Spn MK inh pilot replicates=0.0;Spn DPM-DC inh pilot screen %=10
CSCCC(/C(O)=C(\C#N)c1nc2ccccc2[nH]1)N1C(=O)c2ccccc2C1=O (stereo not given)	16	-2%	5	i	-3%	1%	-4%	-4%	-3%
COC(=O)CCc1c(C)[nH]c(=S)[nH]c1=O	6	-20%	0	i	-1%	5%	-8%	-13%	0%
O=c1[nH]c(CN2CCN(C/C=C/c3ccccc3)CC2)nc2cc(Cl)ccc12	7	21%	0	i	-8%	0%	3%	21%	-8%
Cc1ccc(NC(=O)CSc2nnc(-c3ccc(S(=O)(=O)N4CCOCC4)cc3)n2C)cc1	3	-16%	11	i	-1%	8%	12%	-13%	0%	Spn PMK inh pilot replicates=0.0;Spn MK inh pilot replicates=3.0;Spn DPM-DC inh pilot screen %=6.0
O=S(=O)(c1ccccc1)n1nc(-c2ccccc2)nc1NCc1ccco1	14	6%	4	i	-8%	8%	nt	0%	-8%
O=C(OCCNC(=O)c1cc2ccccc2oc1=O)c1cccnc1	14	9%	7	i	2%	4%	0%	-3%	-6%
COc1ccc(C(=O)Nc2ccc(Cl)cc2C(=O)NCCO)cc1	0	-1%	4	i	8%	14%	-10%	-4%	7%
Cc1ccc(S(=O)(=O)N2CCC(C(=O)N[C@@H](C)C(=O)NCC3CCCO3)CC2)cc1 (stereo not given in full)	0	-8%	1	i	10%	6%	8%	-18%	-2%
COc1ccc(-c2noc(CCN3C(=O)c4ccccc4C3=O)n2)cc1OC	13	-13%	14	i	-1%	8%	nt	-19%	-3%	Spn PMK inh pilot replicates=2.5;Spn MK inh pilot replicates=1.5;Spn DPM-DC inh pilot screen %=2.0
CCc1ccccc1N1CC23C=CC(O2)C(C(=O)OC)C3C1=O (stereo not given)	0	5%	2	i	-2%	-4%	5%	4%	6%
COc1ccc(N(CC(=O)Nc2cc(C)on2)S(=O)(=O)c2cc(C)ccc2C)cc1	16	23%	1	i	3%	8%	13%	11%	4%
Cc1ccc(N(C(C)C(=O)Nc2ccccc2C(=O)N2CCOCC2)S(C)(=O)=O)cc1C (stereo not given)	10	-1%	3	i	-5%	6%	6%	1%	-4%
CC(=O)Nc1cccc(Oc2ccc3c(c2)C(=O)N(CCC(=O)O)C3=O)c1	6	8%	8	i	0%	10%	-7%	10%	6%
COc1ccc2cc(CN(Cc3cccnc3)Cc3nnnn3Cc3ccccc3)c(=O)[nH]c2c1	13	-9%	9	i	-4%	10%	-20%	10%	-3%
CCOc1ccc(N(CC(N)=O)S(=O)(=O)c2ccc(F)cc2)cc1	4	-10%	2	i	6%	10%	3%	-1%	-9%
CCC(=O)N=C1SC2CS(=O)(=O)CC2N1c1cccc(OC)c1 (stereo not given)	5	11%	4	i	20%	5%	2%	10%	-9%
COc1ccc(CCNC(=O)c2nnn(CC(=O)Nc3ccccc3C)c2N)cc1OC	7	-8%	0	i	0%	6%	3%	0%	-8%
CCOC(=O)N1CCC(NC(=O)CSc2cc(=O)n(C)c3ccccc23)CC1	42*	nt	35	+	8%	7%	nt	nt	0%
CC1(c2ccc(Cl)cc2)NC(=O)N(CC(=O)NC(=O)NCc2ccco2)C1=O (stereo not given)	24	1%	4	i	4%	5%	5%	-5%	-4%	Spn PMK inh pilot replicates=1.5;Spn MK inh pilot replicates=0.0;Spn DPM-DC inh pilot screen %=0.0
Nc1ccc(-c2nc3ccccc3[nH]2)cc1	0	-4%	6	nt	-4%	-1%	nt	-6%	0%
CCn1c(=O)cc(SCC(=O)Nc2ccc3c(c2)OCCO3)c2ccccc21	7	-6%	5	i	-1%	10%	16%	-8%	-4%
Cc1noc(C)c1S(=O)(=O)N1CCC2(CC1)OCCO2	9	-13%	0	i	14%	2%	nt	-31%	-5%
Cc1ccc(-n2nc3c(c2NC(=O)c2ccc(Br)o2)CSC3)c(C)c1	16	-8%	2	i	-7%	8%	-3%	-3%	-2%
O=C(CN(c1ccc2c(c1)OCCO2)S(=O)(=O)c1ccccc1)NCc1ccco1	0	7%	0	i	-3%	11%	-3%	-3%	4%

Continued; the last 2 above are carried over.
SMILES	Spn PMK inh	HPDE-C7K KRASV12	Spn MK inh	Spn DPM-DC inh	HT1080 cytotoxicity	Alkaline phosphatase	LYP inhibition	HPDE-C7 cytotoxicity	Bfl-1 inhibitors	others
Cc1ccc(-n2nc3c(c2NC(=O)c2ccc(Br)o2)CSC3)c(C)c1	16	-8%	2	i	-7%	8%	-3%	-3%	-2%
O=C(CN(c1ccc2c(c1)OCCO2)S(=O)(=O)c1ccccc1)NCc1ccco1	0	7%	0	i	-3%	11%	-3%	-3%	4%
COC(=O)CSc1nnc(-c2ccccn2)n1Cc1ccco1	1	11%	13	i	nt	10%	9%	-5%	-8%
CC1Cc2cc(/C(O)=C3\C(=O)C(=O)N(CCN4CCOCC4)C3c3ccccc3F)ccc2O1 (stereo not given)	13	-2%	8	i	6%	16%	nt	-2%	0%
Cc1cc(C)c2cc(CN(Cc3ccc4c(c3)OCO4)Cc3nnnn3Cc3ccco3)c(=O)[nH]c2c1	10	37%	0	i	-8%	13%	7%	27%	-5%
O=C(c1ccc(Br)s1)N1CCN(c2ncccn2)CC1	5	-8%	4	i	2%	8%	13%	2%	2%
Cn1c(=O)c2c(ncn2CC(O)CO)n(C)c1=O (stereo not given)	8	3%	6	i	0%	15%	7%	11%	-4%	Spn PMK inh pilot replicates=6.5;Spn MK inh pilot replicates=0.0;Spn DPM-DC inh pilot screen %=4.0
Cc1sc2nc(SCC(=O)N(C)C)[nH]c(=O)c2c1C	5	1%	5	i	-6%	8%	8%	-4%	6%
CC1(C)SC2[C@H](NC(=O)C(NC(=O)N3CCNC3=O)c3ccccc3)C(=O)N2C1C(=O)O (stereo not given in full)	1	6%	4	i	5%	5%	5%	2%	-4%	Spn PMK inh pilot replicates=3.5;Spn MK inh pilot replicates=2.0;Spn DPM-DC inh pilot screen %=0.5
COc1cccc(Cn2c(-c3cccs3)noc2=O)c1	18	1%	0	i	5%	11%	7%	-1%	-8%
COc1cc(NS(=O)(=O)c2ccccc2)ccc1-n1nc(C)cc1C	8	0%	12	i	-2%	3%	-8%	-2%	-3%
COc1ccccc1CNC(=O)CCS(=O)(=O)c1ccc2c(c1)CCCN2C(C)=O	3	-7%	11	i	2%	1%	5%	-10%	0%
COc1nc(OCCNC(=O)Nc2ccccc2)nc(N(C)C)n1	3	-3%	7	i	25%	10%	-20%	-7%	-7%
CC(=O)Nc1nc2ccccc2n1CCOc1ccccc1Cl	7	-5%	13	i	12%	2%	-1%	-15%	-2%
COc1cccc(NC(=O)N2CCN(c3cccc(C)c3)C(C)C2)c1 (stereo not given)	13	4%	0	i	5%	4%	12%	2%	4%
COc1ccc(F)cc1S(=O)(=O)Nc1ccc2c(c1)OCO2	1	29%	7	i	2%	11%	20%	17%	-4%
COc1cc(CC(=O)Nc2ccc(S(=O)(=O)N(C)C)cc2)cc(OC)c1OC	19	0%	0	i	11%	5%	nt	-1%	4%
O=C(Cn1ncc2c(=O)oc3ccccc3c21)N1CCN(C(=O)c2ccco2)CC1	8	0%	6	i	8%	4%	nt	-5%	-7%
CC(=O)NCCn1c(SCc2cc(=O)n3cc(Cl)ccc3n2)nc2ccccc2c1=O	13	7%	7	+	7%	10%	nt	4%	-12%
O=C1NC(Nc2nccs2)(C(F)(F)F)C(=O)N1CCc1ccccc1 (stereo not given)	6	-1%	0	i	-9%	11%	0%	-11%	2%
Cc1cccc2cc(CN(CCCO)C(=O)Nc3ccccc3Cl)c(=O)[nH]c12	10	-2%	2	i	0%	0%	16%	-3%	-5%
COc1ccc(-n2c(C)nc3cc(C(=O)N4CCOCC4)ccc32)cc1	16	nt	0	i	-5%	nt	nt	nt	nt
O=C(CN1CCC(n2nnc3cc(F)ccc32)CC1)NCCc1nc2ccccc2[nH]1	14	9%	6	i	11%	6%	10%	0%	-1%
COc1cc(NS(=O)(=O)c2ccc3c(c2)oc(=O)n3C)cc(OC)c1OC	5	5%	6	i	10%	9%	1%	2%	-6%
COC(=O)c1ccccc1NC(=O)c1cc(OC)cc(OC)c1	4	4%	5	i	4%	7%	7%	-5%	0%
O=C(Nc1ccon1)c1cc2c(s1)CCCCCC2	0	-4%	7	i	3%	20%	12%	2%	0%
O=C(c1ccccc1)c1ccc(C(=O)N2CCN(c3ccc(F)cc3)CC2)o1	0	20%	7	i	-4%	13%	nt	19%	8%
SMILES	Spn PMK inh	HPDE-C7K KRASV12	Spn MK inh	Spn DPM-DC inh	HT1080 cytotoxicity	Alkaline phosphatase	LYP inhibition	HPDE-C7 cytotoxicity	Bfl-1 inhibitors	others
CC1(C)CC2(CCO1)OC(=O)CC2C(=O)NCCc1ccccc1 (stereo not given)	15	-9%	6	i	4%	-2%	6%	-2%	4%
Cc1nc2ccc(N)cc2s1	14	-8%	1	i	0%	12%	-9%	1%	-1%
CC(C)COc1ccc(-c2nnc(-c3ccncc3)o2)cc1	18	-4%	10	i	-22%	5%	nt	-5%	-4%
Cc1cc(NC(=O)CSc2nccn2-c2ccc(F)cc2)no1	13	-18%	2	i	0%	6%	6%	-33%	-2%	Spn PMK inh pilot replicates=2.5;Spn MK inh pilot replicates=3.5;Spn DPM-DC inh pilot screen %=2.5
COc1ccc(-n2nnnc2SCC(=O)NCc2ccco2)cc1OC	16	-23%	7	i	-1%	5%	8%	-19%	5%
Cc1ccccc1CSCC(=O)NC(=O)NCc1ccco1	16	11%	6	i	-2%	9%	10%	5%	2%
CC1c2[nH]c3ccccc3c2CCN1C(=O)Nc1ccccc1 (stereo not given)	7	nt	4	i	10%	nt	8%	nt	nt
COc1ccccc1OCc1ccc(C(=O)NCCN(C)C)o1	16	-3%	0	i	10%	9%	6%	-18%	1%
Cc1ccc2oc(-c3ccco3)nc2c1	10	-19%	7	i	-2%	8%	22%	-21%	-2%
Cn1c(=O)c2c(nc(N3CCOCC3)n2Cc2c(F)cccc2Cl)n(C)c1=O	5	-13%	14	i	23%	-3%	4%	-21%	15%
CC12CCC(C(=O)NCc3ccccn3)(OC1=O)C2(C)C (stereo not given)	0	8%	10	i	7%	6%	3%	-2%	2%
COc1ccc(CN/C=C2\CCCCC2=O)cc1	8	10%	15	i	-1%	12%	7%	6%	-9%
CCOC(=O)CSc1nnc(CNC(=O)c2ccc(S(=O)(=O)N3CCCCC3)cc2)n1C	0	-2%	0	i	2%	-2%	nt	-4%	-5%
CCOC(=O)Nc1c(O)ccc2oc(C)c(-c3ccccc3)c12	12	-24%	3	i	20%	6%	4%	-13%	2%	Spn PMK inh pilot replicates=0.5;Spn MK inh pilot replicates=2.0;Spn DPM-DC inh pilot screen %=4.0
